# Bioassay records: PubChem, National Center for Advancing Translational Sciences (NCATS)
# CRE-bla Fsk – CRE-bla signaling modulation under forskolin stimulation. CHO CRE-bla reporter (cAMP response element driving beta-lactamase), forskolin EC10, beta-lactamase ratio. Potency, µM (top dose mostly 38.2 µM), for the others: at the top dose activity change, negative = inhibition, actives largely listed as activators. hit rate 2.5% among 71,000; active means well fitted activation curve with a large enough effect in the signal ratio, with a control signal flat, not every such curve was filed as active; inconclusive means small, poorly fitted or top-dose-only effect, or effect the other way, or a change in a side signal; the % refers to the signal ratio; further: potency means the concentration at half of the fitted maximal effect; % of control where 0% means no effect
#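 Cells were plated overnight at 37 °C, exposed to compound titrations plus EC10 NKH 477 for 3 h, then given CCF4 dye for 2 h at room temperature. Blue/green (460/530 nm) ratio was converted to %Activity and AC50 values calculated.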
# ERK AVP inh – inhibitors of vasopressin-stimulated ERK signaling pathway; HEK293-V1b, vasopressin-stimulated pERK AlphaScreen; Potency, µM (highest dose often 57.5 µM), for inactives: top-dose activity, negative = inhibition, actives largely listed as inhibitors; hit rate 0.99% among 72,000; further: potency means the concentration at half of the fitted maximal effect; on the % scale 0 is the no-effect control and ±100 the full control effect; nearly all actives have a fitted effect of over 55% in size
#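 Phosphorylated ERK1/2 detected via AlphaScreen bead proximity in lysates of V1b-expressing HEK293 cells given 25 nM vasopressin for 5 min after 30 min compound exposure (37 °C). AC50 from Hill equation; basal DMSO 0%, vasopressin 100%.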
# Texas Red fluor – Texas Red region autofluorescence; Compound fluorescence, Texas Red channel, 547/618 nm; stronger effect = higher value; max dye-equivalent concentration, M; hit rate 0.06% among 59,000; AID 587; in the data active means max dye-equivalent concentration above about 10 nM; inconclusive means between about 1.1 nM and that limit
#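 Dye-equivalent concentrations come from scaling compound signal (ex 547, em 618 nm) to six Texas Red standard concentrations run on every plate, after 15 min room-temperature incubation in pH 8.0 Tris (100 mM).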
# HBB splice mod – modulators of hemoglobin beta chain splicing; Potency, µM (series often up to 46.1 µM), for inactives: at the highest dose activation, most hits filed as activators; HBB splicing reporter cell assay, activation; EGFP reporter with mutant IVS2-654 intron; response scale: normalised to 500 nM splice-correcting PNA; hit rate 0.06% among 65,000; AID 925; further: potency means the concentration at half of the fitted maximal effect; 0% is about no effect
#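 HeLa cells stably expressing EGFP interrupted by mutant beta-globin intron 2 (IVS2-654), 500/well in 2% FCS. Treated with compound for 2 days at 37C. Splicing correction scored as total well GFP intensity (488 nm excitation, 500-520 nm emission); 500 nM antisense PNA served as control.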
# Fluorescein fluor – compound autofluorescence in fluorescein spectral region; Compound autofluorescence, 480/540 nm, fluorescein-equivalent; stronger effect = higher value; max fluorescein-equivalent concentration, M; hit rate 0.91% among 59,000; in the data active means max fluorescein-equivalent concentration above about 10 nM; inconclusive means between about 1.1 nM and that limit
#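 Normalized response (dye-equivalent concentration) derives from comparing each well's 540 nm emission, under 480 nm excitation, with plate-resident fluorescein standards. Compounds were held in 100 mM Tris, pH 8.0, for 15 min at room temperature.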
# Luciferase inh – firefly luciferase inhibition. Potency, µM (highest dose often 57.1 µM), for inactives: top-dose activity change, negative = inhibition, usual class: inhibitors. purified firefly luciferase, luminescence, 8 min. hit rate 2.2% among 72,000; further: potency means the concentration at half of the fitted maximal effect; on the % scale 0 is the no-effect control and ±100 the full control effect; nearly all actives have a fitted effect of over 40% in size
# Target sequence (P08659 whole entry, looked up): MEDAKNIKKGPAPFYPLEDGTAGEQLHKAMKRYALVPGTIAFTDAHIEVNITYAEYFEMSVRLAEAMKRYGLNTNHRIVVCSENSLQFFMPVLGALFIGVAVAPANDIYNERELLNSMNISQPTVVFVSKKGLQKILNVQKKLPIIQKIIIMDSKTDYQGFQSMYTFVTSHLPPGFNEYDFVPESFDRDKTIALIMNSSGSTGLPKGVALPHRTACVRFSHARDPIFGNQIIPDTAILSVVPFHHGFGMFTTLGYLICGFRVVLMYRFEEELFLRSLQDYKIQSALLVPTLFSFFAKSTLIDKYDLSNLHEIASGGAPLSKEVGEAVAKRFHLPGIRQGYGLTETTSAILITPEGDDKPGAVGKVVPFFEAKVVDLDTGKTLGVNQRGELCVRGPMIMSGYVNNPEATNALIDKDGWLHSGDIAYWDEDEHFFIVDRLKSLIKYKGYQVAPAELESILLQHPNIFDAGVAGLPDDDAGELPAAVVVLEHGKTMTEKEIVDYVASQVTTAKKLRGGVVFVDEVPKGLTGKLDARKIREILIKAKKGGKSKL
#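 Titration-based qHTS; buffer 50 mM imidazole pH 7.2, 50 mM KCl, 7 mM MgCl2, 10 uM ATP, 0.01% Tween 20, 0.05% BSA; luciferase/luciferin detector mix added after compound; 8 min, ambient; luminescence.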
# GFP derepression – epigenetic GFP locus derepression in mouse cells | mouse C127i GFP locus derepression, cytometry, 30 h | Potency, µM (doses to about 46.1 µM), without a hit: at the highest dose GFP derepression (activation) | hit rate 0.09% among 68,000 | AID 597; further: % of control where 0% means no effect
#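 Locus derepression in mouse mammary C127i cells whose integrated CMV-GFP reporter is normally silent; GFP expression after 30 h compound treatment was quantified by counting fluorescent cells.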
# Hsp90 Hop PPI – changes Hsp90-Hop TPR2A binding signal, up or down; AlphaScreen TPR2A-His6 binding biotin-Hsp90 C-terminal peptide; Potency, µM (titrated, usually from 57 µM), for the others: at the top dose activity change, negative = inhibition; hit rate 0.44% among 71,000; AID 595; active means well fitted curve in either direction with a large enough effect; inconclusive means small, poorly fitted or top-dose-only effect, or another doubt; further: potency means the concentration at half of the fitted maximal effect; on the % scale 0 is the no-effect control and ±100 the full control effect; many of its hits are not listed in these tables
# 4MU fluor – 4-MU region autofluorescence. compound autofluorescence, 340/450 nm, 4-MU equivalents; stronger effect = higher value. max dye-equivalent concentration, M. hit rate 11% among 59,000; in the data active means max dye-equivalent concentration above about 10 nM; inconclusive means mostly about 1.1 nM to 9.6 nM
#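 Intrinsic fluorescence at 340/450 nm (ex/em) was read after 15 min at room temperature in pH 8.0, 100 mM Tris. Each compound concentration expressed as 4-MU-equivalent concentration from a six-point 4-MU standard series on each plate.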
# A350 fluor – compounds fluorescent in Alexa 350 spectral region | AID 590 | hit rate 11% among 59,000 | max dye-equivalent concentration, M | Compound autofluorescence, 340/450 nm, Alexa 350 dye-equivalents; stronger effect = higher value; in the data active means max dye-equivalent concentration above about 10 nM; inconclusive means mostly about 1.1 nM to 9.6 nM
# Ub-GFP proteasome – inhibits proteasome, raising ubiquitin-GFP reporter fluorescence; Ubiquitin-GFP reporter cells, proteasome inhibition, GFP fluorescence; response scale: untreated = 0%, 10 µM MG-132 = 100%; Potency, µM (doses to about 45.9 µM), for inactives: top-dose activation (GFP accumulation), most hits filed as activators; 67,000 tested, under 10 active; active means well fitted activation curve with a large enough effect, not every such curve was filed as active; inconclusive means small, poorly fitted or top-dose-only effect, or another doubt; inactive means no such curve, though single readings can be large or run the other way; further: potency means the concentration at half of the fitted maximal effect
#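 Proteasome block read as GFP accumulation: ubiquitin(G76V)-GFP U2OS cells exposed to compound (2.9 nM–46 uM) for 4 hr at 37 C. Normalization used untreated cells as 0% and 10 uM MG-132 as 100%; concentration-response curves fitted.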
# Starred values were filed as active, the others as inactive; i = inactive; ? = inconclusive; . = no result given; [ ] = another dose, or the depositor's remark. Unless noted, the call rests on the fitted dose curve; in most records, active means well fitted curve in the direction sought with a large enough effect; inconclusive means small, poorly fitted or top-dose-only effect, or another doubt; inactive means no such curve, though single readings can be large; an effect the other way counts as inactive or inconclusive. These rows are one share of the data; the hit share may differ from the screen's.
SMILES,CRE-bla Fsk,ERK AVP inh,Texas Red fluor,HBB splice mod,Fluorescein fluor,Luciferase inh,GFP derepression,Hsp90 Hop PPI,4MU fluor,A350 fluor,Ub-GFP proteasome
COCCNC(=O)c1sc2ncn(CC(=O)N3CCCCC3)c(=O)c2c1C,3%,-9%,i,-0.6%,i,1%,2%,2%,i,i,-1%
Cc1noc(C(=O)Nc2ccccc2C(F)(F)F)c1Cl,5%,-13%,?,-0.7%[1.84 µM],i,3%,2%,1%,i,i,-10%
O=C1CCCN1CN(C(=O)c1ccc2c(c1)OCO2)c1cccc(Cl)c1,?,-19%,?,-2.4%,?,0%,-1%,1%,i,i,-6%
c1ccc(NN(Cc2cnccn2)c2ccccc2)cc1,8%[7.6 µM],10%[11.5 µM],i,3.0%[9.22 µM],i,0%[11.4 µM],-2%[9.22 µM],-5%[11 µM],?,?,2%[9.17 µM]
CC(C)CC(OC(=O)c1cccs1)C(=O)NCc1ccco1 (stereo unspecified),4%,?,i,.,?,2%,0%,-12%,i,i,1%
CCN(C(=O)COc1ccccc1)c1nnc(-c2cccnc2)s1,3%,?,i,.,?,2%,-2%,3%,i,i,-5%
Nn1c(-c2cccc(Br)c2)n[nH]c1=S,-26%,?,i,1.4%[0.369 µM],i,4%,2%,-3%,i,i,.
CCOC(=O)c1nnn(-c2nc(OC)nc(N(C)C)n2)c1-c1ccccc1,11%,26%,i,-0.5%,i,-1%,4%,-4%,i,i,-1%
COc1ccc(-c2nnc(N(C)C(=O)c3cccnc3)s2)cc1,9%,1%,i,0.1%,i,6.3µM*,-1%,0%,i,i,-3%
COC(=O)C(C)Sc1nc2c(c(=O)n(C)c(=O)n2C)n1CCC(C)C (stereo unspecified),.,.,i,.,i,3%[25.5 µM],2%[20.6 µM],.,i,i,.
Cn1c2ccccc2c2ncn(CCC3=CCCCC3)c(=O)c21,?,-13%,i,1.4%[1.84 µM],i,-15%,-2%,9%,i,?,5%
CCOc1ccc(NC(=O)CSc2nnc(C3CC3)n2N)cc1,-10%,-11%,?,0.2%[57.5 µM],?,-1%,-1%,-5%,i,i,-7%
C=CCc1c(C)[nH]c(=S)c(C#N)c1C,?,-15%,i,1.7%[0.369 µM],i,-4%,4%,-6%,1.5e-08M*,1.9e-08M*,0%
CC(C)n1c(Nn2cnnc2)nc2ccccc21,-18%,-1%,i,-1.2%,i,0%,-3%,-18%,i,i,-1%
O=C(NCc1ccc2c(c1)OCO2)c1ccc2snnc2c1,?,1%,?,-4.9%,?,1%,-1%,4%,i,i,-2%
O=C1C=C(NCCNc2c(F)c(F)c(CO)c(F)c2F)CCC1,.,.,i,.,i,-5%[25.5 µM],0%[20.6 µM],.,i,i,.
CCOC(=O)c1ccc2nc3c(cc2c1)CCS3,?,-7%,i,0.7%,i,?,0%,5%,2.6e-08M*,2.7e-08M*,-12%
O=C(CS(=O)CC(=O)N(CC(=O)NC1CCCC1)C1CCCCC1)Nc1ccc(F)cc1 (stereo unspecified),-7%,-8%,i,.,i,2%,-1%,1%,i,i,7%
CCCCOc1ccc(NC(=O)CSCC(=O)OCC)cc1,-5%,13%,i,5.0%[57.5 µM],?,-1%,2%,-1%,i,i,-3%
O=C(O)C[C@H](Cc1ccccc1)C(=O)O,6%[7.6 µM],10%[11.5 µM],i,2.6%[9.22 µM],?,1%[11.4 µM],0%[9.22 µM],0%[11 µM],i,i,7%[9.17 µM]
OCCN(CO)CO,-3%[7.6 µM],2%[11.5 µM],i,0.0%[9.22 µM],?,-1%[11.4 µM],3%[9.22 µM],-2%[11 µM],i,i,-1%[9.17 µM]
NCCC1([N+](=O)[O-])CCNCC1,-1%[7.6 µM],5%[11.5 µM],i,2.9%[9.22 µM],?,3%[11.4 µM],10%[9.22 µM],-3%[11 µM],i,i,-1%[9.17 µM]
COc1ccccc1N1CCN(C(=O)c2ccc3c(=O)n(Cc4ccco4)c(=S)[nH]c3c2)CC1,?,-15%,i,1.6%,i,-2%,-3%,-4%,3e-08M*,4.2e-08M*,9%
CCOc1ccc(-c2nc(CSCC(=O)N3CCN(c4cccc(OC)c4)CC3)c(C)o2)cc1,?,13µM*,.,-0.8%,.,?,7%,-12%,.,.,6%
Cc1cc(C#N)c(C)n1-c1cc(C(F)(F)F)ccc1N1CCOCC1,8%,18%,?,-0.1%[57.5 µM],i,-1%,0%,-14%,i,i,6%
S=c1[nH]nc(-c2ccc3ccccc3n2)o1,12%,10%,i,-0.1%,i,0%,-1%,4%,i,i,-15%
CCCOc1ccc(C2C(C(=O)OC)=CN(CCOC)C=C2C(=O)OC)cc1,?,69%[activator],.,-1.4%,.,-1%,8%,29%,.,.,10%
CCOC(=O)CCc1c(C)c2c(C)nn(-c3ccccc3)c2[nH]c1=O,18%,16%,.,-0.6%,.,1%,.,-3%[2.3 µM],.,.,7%
COc1cc(NC(=O)c2cc(-n3cnnc3)ccc2Cl)cc(OC)c1,?,-15%,i,-1.8%,i,0%,1%,-4%,i,i,6%
O=C1CCC(=O)N1OCCOc1ccc2c(c1)CCC2,-2%,-1%,i,0.6%,?,-4%,-2%,-1%,i,i,3%
O=C(Nc1ccccn1)C1CCN(S(=O)(=O)c2cccs2)CC1,-5%,5%,i,-0.2%[57.5 µM],?,0%,-1%,-3%,i,i,1%
COc1ccc(N2CCN(C(=O)CSc3nc4cc(OC)c(OC)cc4cc3C#N)CC2)cc1,10µM*,-10%,i,.,i,-2%,0%,-7%,?,?,1%
CCC(=NCCc1ccccc1)C1=C(O)CCC1=O,5%,-17%,.,-0.1%,.,1%,0%,-2%,.,.,-3%
COc1ccc(OCCNC(=O)c2ccccc2OCC(=O)N2CCCCC2)cc1,15%,-28%,i,0.1%,?,-2%,5%,8%,i,i,-9%
CC(=O)c1coc2ccc(OCCN3CCCCC3)cc12,2%,16%,.,0.3%,.,2%,-2%,?,.,.,18%
CCOc1ccc(N=C2SC(C(=O)O)CC(=O)N2C)cc1 (stereo unspecified),-4%,15%,i,-7.5%,i,-3%,0%,-4%,i,i,-1%
COC1=Cc2c(ccc3ccc(=O)oc23)OC1(C)C,?,-8%,.,-3.4%,.,1%,0%,6%,.,.,-3%
CC(=O)Nc1ccc(S(=O)(=O)NCC2CCC(C(=O)NCCC(C)C)CC2)cc1 (stereo unspecified),-9%,17%,?,9.0%,i,2%,2%,3%,i,i,-3%
O=C(C1CCC(CNS(=O)(=O)c2cccc3cccnc23)CC1)N1CCCC1 (stereo unspecified),-6%,-8%,.,-0.8%,.,0%,2%,-1%,.,.,16%
CCOC(=O)C(CC)(CCC(=O)O)c1csc(N)n1 (stereo unspecified),-3%,-11%,.,-0.2%,.,2%,-2%,-4%,.,.,-13%
CCc1ccc(OC(=O)c2ccn(CC)n2)cc1,-8%,20%,i,-0.4%,i,13µM*,3%,1%,i,i,-6%
Cn1c(SCc2ccccc2)nnc1-c1cccs1,6%,1%,?,3.2%,i,-11%,2%,-3%,i,i,0%
COc1ccccc1N1CCN(CCC(=O)Nc2ccc3c(c2)OCO3)CC1,-9%,-16%,.,-0.2%,.,3%,2%,-5%,.,.,9%
CCN(C#N)c1nc(NC(C)C)nc(NC(C)C)n1,-8%,16%,i,-1.7%,i,2%,-2%,0%,i,i,5%
CC(C)(C)Nc1cccccc1=O,-1%,11%,i,1.8%[57.5 µM],?,4%,-2%,-1%,i,i,-3%
CC(c1ccccc1)C1C(C#N)=C(N)SC(N)=C1C#N (stereo unspecified),-6%,-10%,i,0.0%[57.5 µM],i,-6%,0%,-3%,i,i,0%
Cc1cccc(N2CC(C(=O)O)CC2=O)c1 (stereo unspecified),?,-3%,i,-0.3%,?,3%,-2%,0%,i,i,-2%
CC1CCN(S(=O)(=O)c2cccc(C(=O)Nc3ccccn3)c2)CC1,2%,3%,.,-0.5%[9.22 µM],.,2%,2%,-3%,.,.,10%
O=C(CSc1nc2ccccc2o1)Nc1ccccc1,?,-8%,.,-1.5%[0.0738 µM],.,1%,-2%,-3%[11 µM],.,.,3%[9.17 µM]
COc1ccc(OC)c(S(=O)(=O)Nc2ccc(O)c3ccccc23)c1,?,-13%,?,-0.4%,i,-5%,3%,-11%,i,i,-6%

# Following part:
SMILES,CRE-bla Fsk,ERK AVP inh,Texas Red fluor,HBB splice mod,Fluorescein fluor,Luciferase inh,GFP derepression,Hsp90 Hop PPI,4MU fluor,A350 fluor,Ub-GFP proteasome
O=S(=O)(NCc1cccnc1)c1cccc2nsnc12,.,.,?,.,i,1%[25.5 µM],2%[20.6 µM],.,1.8e-08M*,2.1e-08M*,.
CCC(Sc1nc(=O)cc(N)n1CCc1ccccc1)C(=O)Nc1ccccc1C#N (stereo unspecified),?,16%,i,-1.8%,i,-2%,0%,-2%,i,i,4%
CC(C)Cn1c(=O)c(C(=O)Nc2cnccn2)c(O)c2ccccc21,3%,-5%,i,.,?,3%,0%,-2%,i,i,0%
CC(=O)c1ccc(NC(=O)C2CCCN2S(=O)(=O)c2cccc3cccnc23)cc1 (stereo unspecified),-5%,-21%,.,-0.4%,.,-1%,0%,-1%,.,.,3%
